Screening data from PubChem BioAssay.
IDH1 R132H inh = inhibitors of human mutant IDH1 R132H. Potency, µM (doses to about 76.6 µM), for inactives: at the highest dose activity change, negative = inhibition, usual class: inhibitors. AID 602179. 390,000 tested, 0.093% active. IDH1-R132H enzyme, NADPH consumption, diaphorase/resazurin fluorescence. O75874; also: potency is read from the fitted curve at half-maximal effect; % is scaled to controls: 0 for no effect and ±100 for the full control effect; nearly all actives have a fitted effect of over 65% in size
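IDH1-R132H (0.5 ug/mL) preincubated 30 min with compound, then NADPH (0.016 mM) and alpha-KG (2 mM) added; 80 min at RT, pH 7.5. Remaining NADPH coupled via diaphorase/resazurin to fluorescence (540/590 nm); concentration-response curves normalized to no-enzyme control.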
LDHA inh = LDHA (human) enzyme inhibition; purified LDHA, NADH/diaphorase-resazurin fluorescence; hits give low values; P00338; activity change, % (values are at about 110 or 230 µM); 480,000 tested, 0.15% active; in the data active = activity change below about -30%; inconclusive = mostly about -25% to -30%;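 also: plate controls were DMSO wells for no effect and wells without enzyme for full effect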
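Resorufin fluorescence (ex540/em590), read at 0 and 20 min after diaphorase/resazurin addition, reports the NADH left after a 5 min room-temperature reaction of 2 nM human LDH5 with 0.06 mM NADH and 0.2 mM pyruvate.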
Vif-A3G inh = Vif-A3G binding inhibition; Q9HC16; HeLa A3G-eYFP + Vif (tagged APOBEC3G with the HIV-1 protein that degrades it), YFP fluorescence, overnight; Potency, µM (top dose mostly 46.1 µM), inactives show at the top dose activity, negative = active, actives largely listed as inhibitors; 410,000 tested, 0.076% active; AID 602310;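 also: potency is read from the fitted curve at half-maximal effect; % is scaled to controls: 0 for no effect and ±100 for the full control effect; nearly all actives have a fitted effect of over 60% in size; hits raise eYFP signal because A3G escapes Vif-driven loss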
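HeLa cells stably expressing Vif and C-terminally eYFP-tagged A3G, seeded overnight at 37 deg C, then exposed to compound by pintool overnight at 37 deg C. Rise in yellow fluorescence (Ex 488/Em 500-530, Acumen) marks blocked Vif-driven A3G degradation.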
USP1 inh = USP1/UAF1 (human) deubiquitinase inhibition; O94782; recombinant USP1/UAF1, Ub-Rhodamine cleavage fluorescence; Potency, µM (doses to about 57.1 µM), inactives show at the top dose activity change, negative = inhibition, most hits filed as inhibitors; 390,000 tested, 0.23% active; also: potency is read from the fitted curve at half-maximal effect; % is scaled to controls: 0 for no effect and ±100 for the full control effect; nearly all actives have a fitted effect of over 60% in size; inactives centre near -12
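USP1/UAF1 complex (1 nM) preincubated 15 min at room temperature with compound, then Ub-Rho substrate (150 nM final) added. Kinetic fluorescence at 480/540 nm over 6 reads at 60 s intervals; 50 mM HEPES pH 7.8, 0.5 mM EDTA, 0.1 mg/ml BSA, 1 mM TCEP, 0.01% Tween-20.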
TrxR1 substrate = is turned over as a substrate by rat TrxR1 | O89049 | purified TrxR1 substrate turnover, NADPH consumption readout | Potency, µM (doses to about 114 µM), inactives show at the top dose activity change, negative = substrate turnover | 390,000 tested, 0.01% active | AID 588456; also: potency is read from the fitted curve at half-maximal effect; % is scaled to controls: 0 for no effect and ±100 for the full control effect; nearly all actives have a fitted effect of over 50% in size
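Rat TrxR1, dispensed at 90 nM, was prereduced with 400 uM NADPH (final) for 5 min at ~22 deg C, then incubated with compound 15 min before 400 uM selenite. A first-read NADPH fluorescence drop versus no-compound background flagged substrates.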
RXFP1 ag = RXFP1 (human) receptor agonism. HEK293T-RXFP1 cAMP TR-FRET, 30 min; response scale: percent of porcine relaxin response, buffer zero. Potency, µM (highest dose often 57.5 µM), for the others: top-dose activation, usual class: activators. 370,000 tested, 0.3% active. AID 2676; also: potency is read from the fitted curve at half-maximal effect; % is scaled to controls: 0 for no effect and ±100 for the full control effect; nearly all actives have a fitted effect of over 60% in size; many of its hits are not listed in these tables
Target sequence (Q9HBX9 whole entry, looked up): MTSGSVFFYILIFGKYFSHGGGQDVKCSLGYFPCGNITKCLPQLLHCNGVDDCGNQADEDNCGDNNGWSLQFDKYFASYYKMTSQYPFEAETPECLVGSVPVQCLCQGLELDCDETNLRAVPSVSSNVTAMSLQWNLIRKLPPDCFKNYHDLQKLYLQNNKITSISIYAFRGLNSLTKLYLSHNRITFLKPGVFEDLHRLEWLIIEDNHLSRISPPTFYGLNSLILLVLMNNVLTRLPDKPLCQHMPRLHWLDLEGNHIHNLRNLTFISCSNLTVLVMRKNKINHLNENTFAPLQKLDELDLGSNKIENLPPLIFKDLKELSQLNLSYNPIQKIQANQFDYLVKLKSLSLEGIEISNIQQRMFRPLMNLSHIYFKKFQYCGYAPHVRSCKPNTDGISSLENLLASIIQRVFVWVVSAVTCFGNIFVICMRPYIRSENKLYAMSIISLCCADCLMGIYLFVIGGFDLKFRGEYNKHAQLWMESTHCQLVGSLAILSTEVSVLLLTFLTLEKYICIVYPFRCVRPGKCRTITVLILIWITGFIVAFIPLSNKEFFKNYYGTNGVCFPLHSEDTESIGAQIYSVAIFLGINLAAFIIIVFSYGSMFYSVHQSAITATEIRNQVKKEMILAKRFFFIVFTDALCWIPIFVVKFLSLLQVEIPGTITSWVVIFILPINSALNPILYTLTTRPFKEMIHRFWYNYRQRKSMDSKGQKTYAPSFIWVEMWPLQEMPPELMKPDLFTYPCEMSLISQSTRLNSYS
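HEK293 cells stably expressing RXFP1, treated 30 min at 37C with compounds plus PDE4 inhibitor Ro 20174; cAMP measured by HTRF TR-FRET. Normalized to buffer and 29 nM porcine relaxin; EC50 by Hill fit.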
Vif-APOBEC3F blk = Vif-A3F binding inhibition. HeLa A3F-eYFP + Vif (tagged APOBEC3F with the HIV-1 protein that degrades it), YFP fluorescence increase. Potency, µM (doses to about 46.1 µM), without a hit: at the top dose activity, negative = active. 390,000 tested, 0.2% active; also: potency is read from the fitted curve at half-maximal effect; % of control where 0% means no effect; nearly all actives have a fitted effect of over 65% in size
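HeLa cells stably expressing A3F-eYFP plus Vif, plated and incubated overnight at 37 deg C, then exposed to compounds overnight at 37 deg C. Blocked degradation read as raised yellow fluorescence (Ex 488/Em 500-530).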
PI4K2A inh = PI4K2A (human) kinase inhibition | Q9BTU6 | purified PI4K2A, ADP-Glo luminescence, 1 h; hits give low values | activity change, negative = inhibition, % at 76.9 µM | 420,000 tested, 0.13% active | AID 1346378; in the data active = activity change below about -50%; inconclusive = mostly about -30% to -49%;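 also: -100% = wells without enzyme as full effect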
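In this quantitative HTS, ADP production by PI4K2A was quantified luminescently after 1 h at ambient temperature; 100 microM adenosine served as plate-quality control.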
Glioma ERSR ind = inducers of ER stress response in human glioma cells; U87-MG GRP78 promoter luciferase reporter, 16 h; Potency, µM, for the others: top-dose activation, usual class: activators; 420,000 tested, 0.02% active; AID 602332; also: potency is read from the fitted curve at half-maximal effect; series mostly up to about 76 µM; % of control where 0% means no effect; nearly all actives have a fitted effect of over 35% in size
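ERSR induction read as luciferase luminescence (Bright-Glo, 10 min at room temperature) in stably transfected human U87-MG glioma cells exposed to compounds for 16 h, using GRP78 as sensor.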
An asterisk follows results filed as active; ? = inconclusive; nt = not tested or not shown; & = joins results of further samples; [ ] = dose if it differs, or a comment. Unless noted, calls follow the shape of the dose curve; as a rule, active = well fitted curve in the direction sought with a large enough effect; inconclusive = small, poorly fitted or top-dose-only effect, or another doubt; inactive = no such curve, though single readings can be large; an effect the other way counts as inactive or inconclusive.

SMILES	IDH1 R132H inh	LDHA inh	Vif-A3G inh	USP1 inh	TrxR1 substrate	RXFP1 ag	Vif-APOBEC3F blk	PI4K2A inh	Glioma ERSR ind
CCCC(=O)OCCNc1cc(Sc2nccn2C)c2nonc2c1[N+](=O)[O-]	2%	3	?	-10%	1%	10%	13%	7	-14%
COc1cccc(NC(=O)N(CCN(C)C)C(C)c2cccnc2)c1 (stereo not drawn)	-8%	0	0%	0%	-10%	5.0%	6%	4	2%
COc1ccc(/C=C2\S/C(=N/S(=O)(=O)c3cccs3)NC2=O)cc1	-5%	-15	2%	-14%	-7%[57.1 µM]	-0.8%	2%	-1	-2%
CCCC(=O)N1CCc2cc(OC)c(OC)cc2C1c1cc2cc3c(cc2[nH]c1=O)OCO3 (stereo not drawn)	0%	0	-4%	-10%	20%	nt	0%	0	-1%
Nc1nc(CN2CCN(c3ccccc3F)CC2)nc(Nc2ccc3c(c2)OCCO3)n1	-3%	6	0%	0%	-6%	2.5%	-2%	-2	-1%
CCOc1ccccc1N(CC(=O)Nc1cccc2ccccc12)S(C)(=O)=O	7%	-5	0%	-22%	-5%	3.0%	0%	1	-2%
O=C(NCCCN1CCOCC1)c1cc2c(s1)CSC2	3%	7	-5%	-18%	13%	-0.4%	-1%	2	-6%
O=C(NCCCN1CCCC1)c1cccc(N2CCCC2=O)c1	1%	-10	3%	6%	-5%	-0.7%	6%	-7	-3%
C/C(=N\OCC(=O)OC(C)C(=O)Nc1ccc(C)c(S(=O)(=O)N2CCOCC2)c1)c1ccc2c(c1)OCO2 (stereo not drawn)	18%	2	0%	-18%	5%	nt	-6%	-9	-4%
O=C(NCCCCc1ccccc1)C1CC(c2cc(C(F)(F)F)cc(C(F)(F)F)c2)=NO1 (stereo not drawn)	26%	1	2%	-10%	-6%[57.1 µM]	-0.1%	3%	5	-2%
CCCCC(=O)NC(=O)NC(c1ccccc1)c1ccccc1	9%	3	-13%	-17%	-2%	-1.4%	?	4	-1%
CCCCCc1ccc(-c2cn(Cc3cccc(OC)c3)nn2)cc1	1%	0	1%&-2%	-9%	-7%[57.1 µM]	2.6%	1%	-3	0%&1%
O=C(CNC(=S)NC(=O)c1ccc(Br)o1)c1ccccc1	6%	-6	-25%	-1%	-10%	0.4%	-32%	-2	-2%
OC(Cn1cncn1)(Cn1cncn1)c1ccc(F)cc1F	8%	3	1%	-22%	1%	nt	7%	-2&0	-2%&1%
CCOC(=O)c1cc(S(=O)(=O)NCCc2ccccc2)cn1C	0%	-6	4%	-3%	1%	0.5%	6%	5	-1%
COc1ccc(Cl)cc1C(=O)O/N=C(\N)c1ccc(Cl)cc1	7%	-6	1%	-20%	-22%[57.1 µM]	0.0%	0%	2	2%
O=C(N/N=C/c1cccc(Br)c1)c1ccc(Cn2cc(Br)cn2)o1	9%	-2	0%	-6%	-1%[57.1 µM]	-0.6%	-2%	2	0%
CC1=NNC(=O)C1CCC(=O)N/N=C/c1ccccc1 (stereo not drawn)	0%	6	1%	-5%	9%[57.1 µM]	-0.4%	5%	2	-4%
Cc1cccc(OCC(=O)NCC(=O)N/N=C/c2cccs2)c1	4%	-1	-3%	-18%	-7%	-0.4%	-8%	-1	-2%
Cc1occc1C(=O)N1CCN(Cc2ccccc2)CC1	-2%	-2	1%	-8%	10%	0.7%	1%	0	-3%
O=C(COc1ccc(Br)cc1)c1ccc2c(c1)CCCC2	0%	-3	-6%	-1%	-5%	-3.3%	0%	2	6%
CN(C)S(=O)(=O)c1ccc(C(=O)OCC(=O)Nc2ccccc2OC(F)F)cc1	7%	-1	3%	-18%	-3%	0.0%	0%	0	-3%
COCCOc1ccc(C(F)(F)F)cc1NC(=O)c1ccc(F)cc1	-1%	-10	1%	-6%	-8%	-2.7%	-5%	-4	-5%
COc1ccc(-c2csc(C(O)c3ccc(F)c(F)c3)n2)cn1 (stereo not drawn)	nt	-10	-3%	nt	nt	nt	nt	-4	-4%
O=C(NCc1ncc(C(F)(F)F)cc1Cl)Nc1ccccc1	4%	-1	0%	4%	9%[57.1 µM]	-0.6%	11%	1	4%

Next part
SMILES	IDH1 R132H inh	LDHA inh	Vif-A3G inh	USP1 inh	TrxR1 substrate	RXFP1 ag	Vif-APOBEC3F blk	PI4K2A inh	Glioma ERSR ind
COc1ccc(-c2nc(N)ncc2-c2ccc(OC)c(OC)c2)c(O)c1	14%	-11	?	1%	-4%	0.4%	-1%	-1	-5%
CSc1cccc(CN2CCC(Oc3cccc(C(=O)N4CCCC4)c3)CC2)c1	0%	1	1%	3%	-11%	0.2%	2%	2	-2%
CN1CCN(C(=O)c2cc(Oc3c(F)c(F)c(F)c(F)c3F)cc(C(=O)N3CCN(C)CC3)c2)CC1	5%	1	0%	-12%	6%[57.1 µM]	4.2%	0%	6	-5%
CN1CCN(C(CNC(=O)c2ccc(F)cc2)c2ccc3c(c2)OCO3)CC1 (stereo not drawn)	-8%	-1	0%	-13%	6%[57.1 µM]	0.0%	5%	1	-2%
CCNC(=O)C1(C)CCN(C(=O)c2cccc(Cl)c2)C1 (stereo not drawn)	nt	1	2%	nt	nt	nt	nt	-12	-1%
CCOc1ccc(NC(=O)c2nc(S(=O)(=O)Cc3ccccc3F)ncc2Cl)cc1	-20%	-15&-8	-1%&-28%	3%	7%	3.0%	-2%	-7	-11%&-11%
O=C1SCC(c2ccc(Cl)cc2Cl)=NN1Cc1nnc(-c2ccccc2)o1	4%	0	1%	-8%	-9%	3.1%	1%	4	-5%
COc1cc2cc(c1Cl)N(C)C(=O)CC(OC(=O)C(C)N(C)C(C)=O)C1(C)OC1C(C)C1CC(O)(NC(=O)O1)C(OC)C=CC=C(C)C2 (stereo not drawn)	2%	-3	-43%	-3%	5%[11.4 µM]	nt	11%	1	-6%
CC(=O)Nc1ccc2c(c1)nc(CCN1CCN(c3ccccn3)CC1)n2C	0%	-10	2%	-3%	9%[57.1 µM]	0.7%	-1%	-1	-4%
O=[N+]([O-])c1cccc(NC(=S)N2CCc3ccccc32)c1	-11%	-8	1%	-18%	2%	-0.7%	1%	7	1%
NC(=O)c1cc(S(=O)(=O)NCC2CCC(C(=O)Nc3ccc(Cl)cc3)CC2)cs1 (stereo not drawn)	-13%	-14	7%	-20%	1%[57.1 µM]	0.8%	5%	2	-2%
COc1ccc(/C=N/N(C)C2=NS(=O)(=O)c3ccccc32)cc1OC	-10%	-6	1%	-20%	9%	6.2%	?	1	-3%
O=C(NC1CCCC1)C(c1cccs1)N(Cc1ccco1)C(=O)Cn1nnc(-c2cccs2)n1 (stereo not drawn)	1%	-4	3%	-17%	-2%	0.0%	-12%	7	-3%
CNC(=O)c1ccccc1S(=O)c1ccccc1C#N (stereo not drawn)	9%	-5	0%	-2%	17%[57.1 µM]	0.8%	0%	1	-2%
Cc1cccc(NC(=O)NNC(=O)c2cc3occc3[nH]2)c1C	1%	-4	0%	-12%	0%	0.6%	-10%	-4	-3%
O=C(NC(Cc1c[nH]c2ccccc12)C(=O)N/N=C/c1ccc(Br)cc1)c1cccs1 (stereo not drawn)	6%	-1	-5%	-12%	6%	3.2%	-6%	-5	-1%
CCOC(=O)CNC(=O)Nc1cc(C(=O)NCc2cccc(F)c2)ccc1N1CCCC1	13%	0	0%	-17%	0%[57.1 µM]	-0.2%	5%	3	0%
COC(=O)Cc1c(C(=O)OC)nnn1-c1ccc(OC)cc1	1%	-8	0%	-7%	4%	2.9%	8%	-3	-5%

Another view of part of the listing above.
SMILES | IDH1 R132H inh | LDHA inh | Vif-A3G inh | USP1 inh | TrxR1 substrate | RXFP1 ag | Vif-APOBEC3F blk | PI4K2A inh | Glioma ERSR ind
NC(=O)c1cc(S(=O)(=O)NCC2CCC(C(=O)Nc3ccc(Cl)cc3)CC2)cs1 (stereo not drawn) | -13% | -14 | 7% | -20% | 1%[57.1 µM] | 0.8% | 5% | 2 | -2%
COc1ccc(/C=N/N(C)C2=NS(=O)(=O)c3ccccc32)cc1OC | -10% | -6 | 1% | -20% | 9% | 6.2% | ? | 1 | -3%
O=C(NC1CCCC1)C(c1cccs1)N(Cc1ccco1)C(=O)Cn1nnc(-c2cccs2)n1 (stereo not drawn) | 1% | -4 | 3% | -17% | -2% | 0.0% | -12% | 7 | -3%
CNC(=O)c1ccccc1S(=O)c1ccccc1C#N (stereo not drawn) | 9% | -5 | 0% | -2% | 17%[57.1 µM] | 0.8% | 0% | 1 | -2%
Cc1cccc(NC(=O)NNC(=O)c2cc3occc3[nH]2)c1C | 1% | -4 | 0% | -12% | 0% | 0.6% | -10% | -4 | -3%
O=C(NC(Cc1c[nH]c2ccccc12)C(=O)N/N=C/c1ccc(Br)cc1)c1cccs1 (stereo not drawn) | 6% | -1 | -5% | -12% | 6% | 3.2% | -6% | -5 | -1%
CCOC(=O)CNC(=O)Nc1cc(C(=O)NCc2cccc(F)c2)ccc1N1CCCC1 | 13% | 0 | 0% | -17% | 0%[57.1 µM] | -0.2% | 5% | 3 | 0%
COC(=O)Cc1c(C(=O)OC)nnn1-c1ccc(OC)cc1 | 1% | -8 | 0% | -7% | 4% | 2.9% | 8% | -3 | -5%

Some of the compounds tested. The share of hits here may be higher or lower than overall.
